# UTI89 phage lysis – inhibition of K1F phage lysis, E. coli UTI89, bacterial capsule biogenesis inhibitors, alamar blue (AID 488966); E. coli UTI89 K1F phage lysis, alamar blue, 2 h; higher % means a stronger effect; inhibition, % at 100 µM; hits with a dose series show IC50 in µM; 0.02% of 340,000 active;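 active means phage lysis inhibition, versus mean bacterial control, above a set limit; inconclusive means no clear call, values can overlap the other calls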;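 further: capsule biogenesis inhibitors block K1F phage lysis so surviving cells raise fluorescence; higher fluorescence means more inhibition of phage lysis; actives were called in the ten point dose series up to 300 µM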
# CSM14.1 death rescue – rescue of cells from ER stress-induced death, primary screen, 384-well, CSM14.1, thapsigargin, ATP luminescence (AID 1222); 190,000 tested, under 10 active; cellular ATP content (survival), % at 20 µM; hits with a dose series show EC50 in µM; CSM14.1 thapsigargin-induced death rescue, ATP luminescence; higher % means a stronger effect;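 active means EC50 below 50 µM in the dose-response confirmation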;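 further: death triggered by thapsigargin at about 15 µM added after 2 h compound pretreatment; cell ATP read after overnight thapsigargin exposure of roughly 18 to 22 hours; normalized against plate controls of thapsigargin alone and 5% DMSO vehicle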
# M17LAP inhibition – P. falciparum M17LAP inhibitors, primary screen, biochemical, fluorogenic H-Leu-NHMec substrate, 1536-well (AID 1619). recombinant M17LAP, H-Leu-NHMec fluorogenic kinetic assay; higher % means a stronger effect. inhibition, % at 30 µM, or IC50 in µM where a hit was titrated. 0.38% of 220,000 active;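 active means compound inhibiting the enzyme by more than half at any dose during confirmatory dose-response retesting; inconclusive means strong single-dose inhibitors picked by rank but not retested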;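 further: plate controls were full reaction with DMSO carrier for no effect and no enzyme background for full effect; strong numbers were not always called active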
# Insulin prom up – MIN6 insulin promoter up-regulation | MIN6 insulin promoter-GFP reporter, high-content imaging; hits give high values | z-score at 5 µM | 0.3% of 190,000 active | AID 1625;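 active means z-score above 3 at 5 µM with at least 500 cells counted in the well; inconclusive means wells under 500 cells, flagged as cytotoxic or low count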
# M1AAP inhibition – malaria alanyl aminopeptidase activity blockers – biochemical, fluorogenic H-Leu-NHMec substrate, 1536-well (AID 1445). inhibition, % at 30 µM, or IC50 in µM where a hit was titrated. recombinant M1AAP, H-Leu-NHMec fluorogenic kinetic assay; higher % means a stronger effect. 0.42% of 220,000 active;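 active means primary inhibition above the hit cutoff, then over 50% inhibition at one or more dose response concentrations, cut at about 23% in these data, passing the limit was not always enough; inconclusive means conflicting primary data, or primary hits not chosen for dose response; inactive means low primary inhibition, or under 50% at every dose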;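 further: plate controls were DMSO full reaction for no effect and no enzyme background for full effect; strong numbers were not always called active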
# Dynein transport – dynein cargo transport inhibition | 3617.4 mouse cells, GR-EGFP nuclear translocation imaging; test concentration mostly 20 µM; stimulated with dexamethasone, 1 µM; hits give low values | z-score, hits read low | 0.47% of 220,000 active | AID 1381;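 active means plate z-score of nuclear minus cytoplasmic receptor signal below a set negative limit, without overly bright fluorescence or cell loss, cut at about -3.5 in these data, passing the limit was not always enough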;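 further: z-score of nuclear minus cytoplasmic ring GR-EGFP intensity difference per well; some compounds called inactive have numbers as strong as hits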
#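 Also added – dexamethasone, 1.0 µM final · Buffer or medium – tet-free, stripped-serum medium · Schedule – induction 48 h, compound 1 h, agonist 30 min · Detection – formaldehyde fixation, Hoechst nuclear stain, 10x automated fluorescence imaging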
# Autophagy HCS – autophagy modulation, high-content screen; 0.98% of 190,000 active; calls only at 10 µM (by protocol); AID 463193; MEF GFP-LC3 puncta imaging; test concentration mostly 10 µM;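 active means percentage of spot-positive cells more than 3 SD above its plate mean, without a fluorescence outlier flag or 80% toxicity; inconclusive means no clear call, values can overlap the other calls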;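 further: spot-positive cell cutoff set from DMSO-treated cells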
# MT stabilize HCS – microtubule stabilization, imaging screen; HeLa tubulin immunostaining HCS, 24 h; share of cells brighter than vehicle mean+2SD; 0.83% of 200,000 active; % tubulin-high responders, % at 10 µM; AID 2205;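 active means plate Z-score above 3 for both tubulin-high and condensed-nucleus cell shares, with cell loss under 80%, at 10 µM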;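 further: anti alpha tubulin signal scored within the nucleus-defined area of each cell; some results filed as inactive read as strong as hits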
# bCat nuc transl – alters nuclear translocation of beta-catenin in HeLa cells. immunofluorescence imaging. nuclear translocation activity, % at 5 µM. 0.3% of 190,000 active;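 active means nuclear translocation activity above 50% at 5 µM, with a well cell count of 50 or more; inconclusive means wells under 50 cells across six images, flagged as toxic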;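 further: per-cell ratio of nuclear to cytoplasmic median beta-catenin stain intensity; plate controls were DMSO negative control for no effect and GSK-3 inhibitor IX positive control for full effect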
#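 System: Human HeLa cells, endogenous beta-catenin | Compound dosing: 5 µM primary, 0.02–20 µM confirmation | Timing: 24 h compound exposure at 37°C, 5% CO2 | Measured by: Fluorescence imaging of beta-catenin antibody stain plus DAPI | Read-out basis: % activation of per-cell nuclear versus cytoplasmic median beta-catenin signal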
# Dynein transport cytoplasmic EGFP – recorded beside Dynein transport, whose call it bears; z-score; measured here: cytoplasmic GR-EGFP intensity; hits give high values
# Dynein transport nuclear GR-EGFP – second read-out of Dynein transport, no call of its own (marks repeat the call); z-score; measured here: nuclear GR-EGFP intensity;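 lower value marks the stronger effect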
# Dynein transport cell count – further read-out of Dynein transport, marked with its call; z-score; measured here: cell count per field
# Insulin prom up cell count – second read-out of Insulin prom up, no call of its own (marks repeat the call); cell count; measured here: cytotoxicity, nuclei count;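 total cells summed across four imaged fields per well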
# bCat nuc transl cell count 5 µM – further read-out of bCat nuc transl, marked with its call; cell count; measured here: cell count, cytotoxicity flag
# MT stabilize HCS Hoechst-high % – recorded beside MT stabilize HCS, whose call it bears; % Hoechst-high responders; measured here: nuclear condensation Hoechst responders;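 share of cells brighter than vehicle mean plus two SD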
# MT stabilize HCS cytotoxicity % – also measured in MT stabilize HCS; calls as there; toxicity, %; measured here: cytotoxicity by cell density;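 0% = mean cell density of plate MIN control wells and 100% = no cells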
# Autophagy HCS cell loss 18 h – also measured in Autophagy HCS; calls as there; toxicity, %; measured here: cell loss, nuclei count;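 cell loss after 18 h compound exposure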
# Starred values were filed as active, the others as inactive; i = inactive; ? = inconclusive; . = no result given; [ ] = dose if it differs, or a comment.
SMILES,UTI89 phage lysis,CSM14.1 death rescue,M17LAP inhibition,Insulin prom up,Insulin prom up cell count,M1AAP inhibition,Dynein transport,Dynein transport cytoplasmic EGFP,Dynein transport nuclear GR-EGFP,Dynein transport cell count,Autophagy HCS,Autophagy HCS cell loss 18 h,MT stabilize HCS,MT stabilize HCS Hoechst-high %,MT stabilize HCS cytotoxicity %,bCat nuc transl,bCat nuc transl cell count 5 µM
Cc1ccc(-n2[nH]c(C)c(/C=N/Nc3ccc([N+](=O)[O-])cc3[N+](=O)[O-])c2=O)cc1,3.3%,-1.7%,-8%,0.22,1173,-6%,0.37,-0.17,-0.013,-0.28,i,7,4.8,1.6,0.0,0.7,876
N#C/C(=N/Nc1ccc([N+](=O)[O-])cc1)C(=N)N1CCCCC1,-0.2%,-0.2%,17%,.,.,13%,-0.41,-0.38,-0.47,0.87,i,-3,4.4,2.7,6.9,.,.
O=C(C1CC(c2ccc(F)cc2)=NO1)N1CCN(Cc2ccccc2)CC1 (stereo unspecified),-0.8%,0.9%,8%,?,.,12%,1.7,0.087,1.1,-1.5,i,11,3.4,3.3,7.3,.,.
O=C(CCS(=O)(=O)c1ccc(Cl)cc1)N1CCN(S(=O)(=O)c2cccs2)CC1,-0.5%,-0.6%,-2%,.,.,1%,0.84,-0.14,0.61,-0.88,i,-6,2.2,1.6,7.0,-2.0,1197
O=C(NCc1ccccc1)c1cc(-c2cccs2)on1,4.6%,-0.9%,0%,-0.14,1347,-4%,-0.27,-0.38,-0.22,-0.11,i,15,2.5,1.9,7.9,2.5,1360
COc1ccc2cc(CN(CCCN3CCOCC3)Cc3nnnn3C3CCCC3)c(=O)[nH]c2c1,-0.3%,-1.0%,-2%,-0.08,1040,7%,2.4,-0.29,0.8,-0.58,i,13,5.2,2.1,3.9,-1.6,813
CCCCN(CCCC)C(=O)CN(C)S(=O)(=O)c1ccc2c(c1)n(C)c(=O)c(=O)n2C,4.0%,-0.8%,16%,-0.24,1224,5%,-1.3,0.09,-0.59,1.7,i,-2,3.1,2.5,6.1,-1.9,1157
COC(=O)C1=C(C)N(Cc2ccc(OC)cc2)C(=O)/C1=C\c1ccco1,0.5%,.,5%,-0.76,1407,9%,-1,-0.2,-0.58,0.29,.,.,.,.,.,-6.3,1294
Cc1cc(/C=C2\SC(=S)N(C)C2=O)c(C)n1-c1ccc(O)cc1,0.3%,.,11%,-0.56,1115,6%,-0.21,5.2,1.2,0.14,.,.,.,.,.,9.1,1281
Cc1cc(-c2cc(C(=O)NCc3ccccc3)on2)nc(S(C)(=O)=O)n1,-0.1%,.,5%,-0.71,879,3%,-1.6,-0.023,-0.67,0.075,.,.,.,.,.,-0.9,1137
O=C(CSCc1ccc(Cl)cc1)Nc1ccc(S(=O)(=O)N2CCCCCC2)cc1,0.6%[50 µM],2.2%,0%,0,1481,1%,-1.1,-0.24,-0.77,0.61,i,10,4.2,2.8,5.9,0.5,1107
CCOC(=O)C1=C(CNCc2ccccc2Cl)NC(=O)NC1c1ccc2c(c1)OCO2 (stereo unspecified),3.3%,-2.7%,1%,0.77,1194,1%,2,-0.13,2.2,-2.4,i,27,5.0,2.1,5.6,-6.4,1210
Cc1cccc(N(C)c2cc(C)nc3nc(C)nn23)c1,1.2%,-0.6%,-6%,0.34,1203,1%,-0.31,-0.18,0.17,0.28,i,17,5.0,3.8,5.4,3.3,1020
Cc1cc(Br)cnc1NC(=S)Nc1ccc(F)cc1F,-0.2%,-2.5%,-6%,-0.65,1417,10%,-0.5,-0.22,-0.17,0.89,i,25,4.8,2.6,3.9,0.5,1081
CSC1=N/C(=C\c2ccccc2Cl)C(=O)N1N(C)C,0.5%,.,7%,0.53,1330,4%,0.58,-0.2,0.067,-0.66,.,.,.,.,.,-1.8,1154
Nc1cccc(C(=O)OCC(=O)NC2CCCc3ccccc32)c1 (stereo unspecified),0.2%,.,2%,0.33,1212,4%,-0.44,-0.34,-0.011,0.43,i,-7,2.0,2.7,8.0,-1.2,1116
Cc1ccc(C(=O)N/C(=C\c2ccc(-c3ccc(Cl)cc3)o2)C(=O)NCCCN(C)C)cc1,.,.,28%,-0.13,1309,21%,-4.3*,3.1*,-2*,0.13*,i,8,79,11,68,-1.7,1072
O=C(N/C(=C\c1ccc(Br)cc1)C(=O)N1CCCC1)c1ccccc1F,0.3%,0.9%,19%,-0.55,1682,2%,0.78,-0.28,0.28,-0.17,i,4,i,.,100,1.3,959
O=C(Cn1nc(-c2cccc([N+](=O)[O-])c2)c2ccccc2c1=O)Nc1cccnc1,0.0%,-1.1%,17%,-0.71,1025,21%,0.54,-0.092,0.47,-0.35,i,-5,2.0,1.4,6.7,.,.
Cc1cc(/C=C(\C#N)C(=O)O)c(C)n1CC1CCCO1 (stereo unspecified),-1.8%,1.4%,16%,0.26,1196,8%,-0.072,-0.36,-0.16,0.15,i,2,1.7,2.8,6.2,-2.1,1065
Cc1ccc(-c2nc3ncccc3o2)cc1NC(=O)c1cc2ccccc2o1,0.2%,-1.2%,-12%,-1.4,808,2%,-0.28,-0.3,0.0067,0.076,i,19,4.5,2.2,0.2,-1.5,1151
COc1ccc(Cl)cc1C(=O)Nc1ccc(CN2CCCCC2)cc1,0.3%,-0.9%,4%,-0.62,1457,6%,0.59,-0.14,0.57,-0.35,i,10,3.2,3.5,9.1,0.5,1590
CCc1cccc(Nc2c([N+](=O)[O-])cc(C(=O)N3CC(=O)Nc4ccccc43)cc2[N+](=O)[O-])c1,0.3%,-1.3%,6%,-0.76,1286,1%,-1.6,-0.13,-0.97,0.42,i,15,2.6,2.0,5.4,.,.
Cc1onc(-c2ccccc2)c1C(=O)N[C@@H]1C(=O)N2[C@@H]1SC(C)(C)[C@@H]2C(=O)O,.,-0.3%,19%,.,.,-1%,0.5,0.017,0.71,0.33,i,-2,2.7,1.7,3.5,.,.
Cc1ccc(-n2nc(-c3ccco3)cc2C(=O)O)cc1,-0.1%,.,-5%,0.42,1055,3%,1,-0.16,1.7,-1.7,.,.,.,.,.,1.5,1249
SMILES,UTI89 phage lysis,CSM14.1 death rescue,M17LAP inhibition,Insulin prom up,Insulin prom up cell count,M1AAP inhibition,Dynein transport,Dynein transport cytoplasmic EGFP,Dynein transport nuclear GR-EGFP,Dynein transport cell count,Autophagy HCS,Autophagy HCS cell loss 18 h,MT stabilize HCS,MT stabilize HCS Hoechst-high %,MT stabilize HCS cytotoxicity %,bCat nuc transl,bCat nuc transl cell count 5 µM
O=C(OCc1ccc(Cl)c(Cl)c1)c1ccccn1,14%,-1.4%,-6%,.,.,4%,-0.095,-0.03,-0.15,0.57,i,2,0.6,0.8,7.1,-11,1190
CNC(=O)COC(=O)c1ccc(Cl)c(S(N)(=O)=O)c1,0.0%,.,1%,0.06,983,-6%,0.84,-0.27,0.28,-0.45,.,.,.,.,.,-1.0,1369
COc1ccc(NC(=O)c2c(C)cc(=O)oc2C)c(OC)c1,0.8%,-0.2%,3%,1.5,1235,-1%,0.56,-0.18,0.23,-0.26,i,-4,2.6,1.8,3.5,.,.
Fc1ccccc1CNc1ccc(Cl)cc1,0.1%,-0.9%,-2%,.,.,9%,-0.31,-0.0065,-0.23,0.052,i,-37,2.5,2.5,6.3,.,.
CN(C)C(=O)c1cc([N+](=O)[O-])ccc1O,-0.1%,-2.7%,4%,1.1,1299,3%,-0.55,-0.33,-0.27,0.97,i,-30,2.5,2.7,5.8,1.6,1112
Cn1c(SCC(=O)NC2CCCC2)nnc1-c1ccc(S(=O)(=O)N2CCOCC2)cc1,-0.1%,-1.6%,4%,-0.42,2001,6%,0.76,-0.31,0.67,-0.71,i,-2,1.4,1.1,10.0,-0.4,1075
COC(=O)c1c(C(=O)OC)c(-c2ccc(Cl)c(Cl)c2)n2c1CCC2,-0.2%,-0.6%,3%,0.21,1153,4%,0.28,-0.19,-0.18,0.34,i,-20,2.8,2.3,8.7,-1.7,1011
COC(=O)c1ccc(/C=N/Nc2nc(-c3ccccc3)cs2)cc1,0.0%,-2.9%,3%,0.33,1601,-1%,1.7,0.26,1.1,-1.1,i,-4,4.9,2.7,8.1,-0.6,1007
COc1ccccc1CNC(=O)c1cnn2c(C(F)F)cc(C)nc12,2.9%,1.1%,-4%,-0.24,904,2%,2.5,0.16,1.5,-1.3,i,-10,1.9,1.7,6.8,-2.4,1199
O=C1C2CCCN2C(c2ccccc2F)N1c1cccc(Cl)c1 (stereo unspecified),-0.1%,-0.3%,-4%,-0.16,742,3%,-0.52,-0.12,-0.23,0.066,?,.,2.7,2.1,3.8,.,.
CC(C)N1CCN(Cc2cccn2-c2cccnc2)CC1CCO (stereo unspecified),-0.1%,-0.6%,8%,.,.,-2%,-0.68,-0.25,-0.079,0.84,i,-3,1.7,2.6,9.8,-0.8,1532
